Screening results: PubChem BioAssay, several laboratories
Peg3 promoter – reduces Peg3 promoter-driven luciferase expression in HeLa; HeLa PEG-Prom luciferase reporter, luminescence, overnight; inhibition, % at 20 µM; 360,000 compounds, 1.7% hits; AID 588405;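 active = inhibition of at least 50% at 20 µM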
LMP1 NFkB inh – inhibitors of Epstein-Barr LMP1-induced NF-kappaB reporter; inhibition, % at 12.5 µM; 350,000 compounds, 0.69% hits; LMP1-induced NF-kappaB luciferase reporter cells, luminescence; in the data active = inhibition above about 41%;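 also: 0% = neutral control wells and 100% = reference inhibitor control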
Shn3 3UTR inh – reduces Shn3 3'UTR luciferase signal in osteoblasts; 360,000 compounds, 0.52% hits; inhibition, % at 12.5 µM; Clone20 osteoblast Shn3 3'UTR firefly luciferase, 24 h; AID 588674;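 active = mean inhibition of at least 75% with every replicate also reaching 75%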;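 also: 0% = median of neutral control wells and 100% = pilot-screen positive control compound; some compounds past the cut are filed as inactive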
CF NFkB block – inhibitors of cystic fibrosis induced NF-kB | KKLEB NF-kB-GFP reporter, PAF-induced, GFP fluorescence overnight | inhibition, % at 5 µM | 360,000 compounds, 0.86% hits | AID 588850;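 active = at least 50% inhibition at 5 µM, scaled per plate between neutral and stimulator controls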;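 also: PAF is a Pseudomonas aeruginosa culture filtrate used as stimulus; plate controls were PAF-stimulated DMSO wells for no effect and unstimulated DMSO wells for full effect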
KKLEB cytotox – reduces viability of KKLEB cystic fibrosis airway cells; KKLEB CF airway cells viability, ATPlite luminescence, overnight; active compounds read low; cells stimulated with P. aeruginosa culture filtrate; activity change (cytotoxicity), % at 5 µM; 360,000 compounds, 0.36% hits;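 active = corrected activity change at or below -50% at 5 µM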
HIF-2a block – HIF-2a inhibition; inhibition, % at 18.8 µM; 360,000 compounds, 0.72% hits; 786-0 RCC cells HIF-2a reporter, luciferase luminescence, overnight; AID 624352;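 active = inhibition of the luminescence signal of 40% or more relative to plate controls, in a single-dose primary screen at 18.75 µM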
TRPM1 prom inh – reduces MITF-dependent TRPM1 promoter luciferase signal | SK-MEL-5 TRPM1 promoter luciferase, 24 h | inhibition, % at 12.5 µM | 330,000 compounds, 0.83% hits | AID 488899;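 active = mean inhibition across replicates of 60% or more, whatever share of single replicates reaches that level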; also: values of inactives mirror those of a sister screen read the other way
C8 TRAIL sens – sensitizes caspase-8 expressing cells to TRAIL. 360,000 compounds, 1% hits. NB7+C8 cells + TRAIL, ATPlite viability luminescence. inhibition (viability loss, TRAIL sensitization), % at 10 µM;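 active = compounds causing at least 50% loss of cell viability in the single-dose screen, relative to plate controls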
iPSC survival up – enhancers of human iPSC single-cell survival; hiPSC single-cell survival, ATPlite luminescence; 100% = ROCK inhibitor wells, 0% = DMSO; survival enhancement, % at 20 µM; 360,000 compounds, 0.044% hits; AID 602274; in the data active = survival enhancement above about 18%;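 also: cells exposed to compounds for 16 hours before the ATP read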
NR2E3 ag-1 – human photoreceptor-specific nuclear receptor agonism; CHO-S Gal4-NCOR/VP16-NR2E3 two-hybrid, luciferase; inhibition of corepressor binding, % at 3.98 µM; 360,000 compounds, 0.35% hits; AID 602229;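 active = inhibition above the mean of all tested compounds plus 3 SD, cut at about 70% in these data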;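 also: 0% = DMSO with NR2E3 transfected cells and 100% = cells lacking NR2E3 construct; higher means lower luciferase signal from less NR2E3 corepressor binding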
Target sequence (Q9Y5X4 whole entry, looked up, the tested form may be a part): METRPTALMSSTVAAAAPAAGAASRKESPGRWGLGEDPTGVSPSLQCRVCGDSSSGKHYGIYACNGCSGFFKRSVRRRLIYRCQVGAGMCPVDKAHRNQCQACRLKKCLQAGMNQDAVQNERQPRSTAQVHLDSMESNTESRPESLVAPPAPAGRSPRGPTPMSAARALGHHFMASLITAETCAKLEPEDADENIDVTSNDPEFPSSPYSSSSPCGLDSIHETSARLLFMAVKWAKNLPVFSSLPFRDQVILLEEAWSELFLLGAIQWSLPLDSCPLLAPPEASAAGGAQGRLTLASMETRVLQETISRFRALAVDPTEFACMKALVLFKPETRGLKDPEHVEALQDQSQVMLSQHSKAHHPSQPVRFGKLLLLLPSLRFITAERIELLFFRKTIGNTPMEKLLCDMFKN
NR2E3 ag-2 – NR2E3 (human) agonism; Q9Y5X4; GST-NR2E3/biotin-RetCOR TR-FRET, 1536-well; inhibition of corepressor binding, % at 4.78 µM; 320,000 compounds, 0.12% hits; AID 2300;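 active = percent inhibition above the cutoff of mean plus 3 SD of all tested compounds, set per screening campaign, cut at about 20% in these data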;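 also: 0% = DMSO wells and 100% = biotin wells as full block of FRET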
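Material: NR2E3–RetCOR corepressor complex | Quantity: 1.35 nM GST-tagged NR2E3 final | Schedule: 5 h at 4 °C | Replication: Singlicate compound wells | Reagent: RetCOR corepressor, biotinylated, 7 nM | Controls: Biotin wells as high control, 0.6% DMSO wells as low control | Signal: TR-FRET, Eu(K)-anti-GST donor, streptavidin-D2 acceptor, ex 340, em 617/671 nm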
* = called active by the depositor; . = not tested or not shown. This is a subset; count on the stated rates, not on these rows.

SMILES | Peg3 promoter | LMP1 NFkB inh | Shn3 3UTR inh | CF NFkB block | KKLEB cytotox | HIF-2a block | TRPM1 prom inh | C8 TRAIL sens | iPSC survival up | NR2E3 ag-1 | NR2E3 ag-2
COc1ccc(S(=O)(=O)/N=C2/NC(=O)/C(=C\c3ccco3)S2)cc1 | 1 | -13 | 13 | 0 | -1 | 8 | 5 | 4 | -0.4 | -29 | 0
CCOC(=O)C(=O)/C(=C\N(C)C)c1onc(-c2ccccc2)c1C(=O)OC | 9 | -3 | -5 | -6 | 11 | 10 | 0 | -13 | -0.1 | 11 | 0
COCCSc1nnc(NC(=O)CS(=O)(=O)c2ccc(C)cc2)s1 | -3 | -6 | 11 | 8 | 8 | 9 | -1 | -14 | 1.3 | -33 | 3
CCOC(=O)N1CCN(Cc2cccs2)CC1 | 1 | -4 | -7 | -11 | 6 | 7 | -13 | 15 | -0.8 | -21 | 0
CC(C)c1ccc(NC(=O)Cn2nnc(C(=O)NCc3ccc4c(c3)OCO4)c2N)cc1 | 12 | 6 | 12 | -2 | 2 | 10 | 12 | 4 | 0.1 | 5 | 0
CN(C)CCCN(C(=O)CCc1ccccc1)c1nc2ccc(F)cc2s1 | -2 | -2 | 6 | 3 | 5 | -3 | 0 | 1 | 2.5 | -10 | -2
CCc1nn(-c2ccccc2)c(=S)c2ccccc12 | 5 | 2 | 5 | -8 | 6 | 17 | -3 | -7 | 0.1 | 6 | 0
CCCOc1ccc(/C=N/n2nnnc2N)cc1OC | -16 | 10 | 0 | -9 | -7 | -19 | -12 | -8 | -0.3 | -2 | .
O=C(c1ccc([N+](=O)[O-])cc1)N1CCSC1c1ccc(Cl)cc1 (stereo not given) | 4 | 2 | -3 | 8 | 8 | 10 | 14 | -8 | 4.0 | -25 | -2
Cc1ccc(OCCNC(=O)CNC(=O)c2ccccc2Cl)cc1 | 21 | 2 | 25 | -10 | -9 | 6 | 4 | -9 | 1.4 | -30 | 4
Cc1cccc(CC(C)NC(=O)CCc2nnc(CCCCc3ccccc3)o2)n1 (stereo not given) | 11 | 3 | 9 | 3 | -10 | 18 | 10 | -7 | -2.6 | -6 | 0
COc1ccc(CC(=O)NNc2ncnc3c2cnn3Cc2ccccc2)cc1OC | 1 | -3 | 10 | -1 | -2 | 17 | 19 | 12 | 0.1 | -3 | 1
Cc1ccc(C)c(Nc2cc(C)nc(-c3ccccc3O)n2)c1 | 25 | 15 | 40 | 26 | -9 | 21 | 42 | 17 | 1.9 | -22 | 0
CCOc1ccc(NC(=O)Cn2ncc3ccccc32)cc1 | -183 | 4 | -28 | -11 | 5 | -182 | -69 | 4 | -0.4 | -67 | .
CCOC(=O)NC(=O)CSc1nc(C)cc(C)c1C#N | -126 | 13 | -30 | -4 | -6 | -65 | -29 | 72* | -4.2 | -67 | 1
Fc1ccccc1NC(=S)Nn1cnnc1 | -6 | -2 | -2 | -30 | 18 | 0 | -11 | 7 | 0.5 | 12 | 2
CS(=O)(=O)N(CC(=O)N/N=C/c1ccc(OCC(=O)N2CCOCC2)cc1)c1ccccc1Cl | 2 | 2 | -10 | 6 | 1 | 10 | -14 | -6 | -2.3 | -2 | -4
CCOC(=O)/C(C#N)=N/Nc1ccc(S(=O)(=O)N2CCc3ccccc32)cc1 | 27 | -5 | 5 | 27 | -7 | -1 | 5 | 5 | 0.1 | 31 | -1
CCC(=O)c1ccccc1OCCN1C(=O)NC(C)(C)C1=O | 1 | -7 | -2 | 12 | 3 | -8 | -1 | -5 | -0.4 | -16 | 1
O=C(CN1C(=O)CC(c2ccco2)Sc2ccccc21)NC1CCCCC1 (stereo not given) | 9 | -11 | -16 | -16 | -10 | 0 | 4 | -13 | -0.9 | -25 | 2
C=CCOCC(O)CS(=O)(=O)Cc1ccc(Cl)cc1 (stereo not given) | 12 | 4 | -5 | 3 | 1 | 7 | -6 | -5 | 0.4 | -17 | 4
CC(NC(=O)CC12CC3CC(CC(C3)C1)C2)C(=O)O (stereo not given) | 14 | 2 | -41 | -30 | -6 | 7 | 6 | 4 | 4.0 | -29 | 2
COc1ccccc1N=Nc1ccc(N)c(C)c1 | -273 | -8 | -24 | -9 | 4 | -26 | -14 | 20 | -0.6 | -65 | -2
CCOc1cc(/C=N/O)ccc1OCC(=O)Nc1cccc(C)c1 | -54 | -6 | -13 | 9 | -9 | -61 | -11 | 6 | 0.7 | -15 | -1
CCOc1cccc(C(=O)Nc2ccccc2OC(F)F)c1 | -39 | -1 | -11 | 5 | -3 | -81 | -26 | 10 | -1.7 | -13 | 0

Reprinted from above, 10 compounds:
SMILES | Peg3 promoter | LMP1 NFkB inh | Shn3 3UTR inh | CF NFkB block | KKLEB cytotox | HIF-2a block | TRPM1 prom inh | C8 TRAIL sens | iPSC survival up | NR2E3 ag-1 | NR2E3 ag-2
COCCSc1nnc(NC(=O)CS(=O)(=O)c2ccc(C)cc2)s1 | -3 | -6 | 11 | 8 | 8 | 9 | -1 | -14 | 1.3 | -33 | 3
CCOC(=O)N1CCN(Cc2cccs2)CC1 | 1 | -4 | -7 | -11 | 6 | 7 | -13 | 15 | -0.8 | -21 | 0
CC(C)c1ccc(NC(=O)Cn2nnc(C(=O)NCc3ccc4c(c3)OCO4)c2N)cc1 | 12 | 6 | 12 | -2 | 2 | 10 | 12 | 4 | 0.1 | 5 | 0
CN(C)CCCN(C(=O)CCc1ccccc1)c1nc2ccc(F)cc2s1 | -2 | -2 | 6 | 3 | 5 | -3 | 0 | 1 | 2.5 | -10 | -2
CCc1nn(-c2ccccc2)c(=S)c2ccccc12 | 5 | 2 | 5 | -8 | 6 | 17 | -3 | -7 | 0.1 | 6 | 0
CCCOc1ccc(/C=N/n2nnnc2N)cc1OC | -16 | 10 | 0 | -9 | -7 | -19 | -12 | -8 | -0.3 | -2 | .
O=C(c1ccc([N+](=O)[O-])cc1)N1CCSC1c1ccc(Cl)cc1 (stereo not given) | 4 | 2 | -3 | 8 | 8 | 10 | 14 | -8 | 4.0 | -25 | -2
Cc1ccc(OCCNC(=O)CNC(=O)c2ccccc2Cl)cc1 | 21 | 2 | 25 | -10 | -9 | 6 | 4 | -9 | 1.4 | -30 | 4
Cc1cccc(CC(C)NC(=O)CCc2nnc(CCCCc3ccccc3)o2)n1 (stereo not given) | 11 | 3 | 9 | 3 | -10 | 18 | 10 | -7 | -2.6 | -6 | 0
COc1ccc(CC(=O)NNc2ncnc3c2cnn3Cc2ccccc2)cc1OC | 1 | -3 | 10 | -1 | -2 | 17 | 19 | 12 | 0.1 | -3 | 1

Later entries.
SMILES | Peg3 promoter | LMP1 NFkB inh | Shn3 3UTR inh | CF NFkB block | KKLEB cytotox | HIF-2a block | TRPM1 prom inh | C8 TRAIL sens | iPSC survival up | NR2E3 ag-1 | NR2E3 ag-2
CCOC(=O)c1cccc(NC(=O)C2CCN(S(=O)(=O)c3cccs3)CC2)c1 | 38 | -5 | -12 | -16 | -3 | 4 | 8 | 2 | -0.5 | 14 | -2
COc1ccc(-c2nnc(SC(C)C(=O)Nc3c(C)n(C)n(-c4ccccc4)c3=O)o2)cc1 (stereo not given) | 4 | 1 | -5 | -9 | 0 | 7 | 7 | 4 | -2.2 | 13 | -3
CCN(c1c(C)n(C)n(-c2ccccc2)c1=O)S(C)(=O)=O | 21 | 1 | 10 | -2 | 5 | 12 | -1 | 6 | 1.0 | -10 | -1
NS(=O)(=O)c1ccc(N/N=C2/CCCc3ccccc32)c([N+](=O)[O-])c1 | 0 | 12 | 2 | -6 | 1 | -5 | -10 | -11 | -0.4 | -28 | 2
CCC(Sc1nc2cc(OC)c(OC)cc2c(=O)n1Cc1ccc(OC)cc1)C(=O)NCCOC (stereo not given) | 13 | -21 | -1 | -33 | 4 | 6 | -2 | -16 | 0.1 | -14 | -5
COc1ccc(CN(C)C(=O)c2ccccc2OCc2c(C)noc2C)c(OC)c1 | -3 | -1 | -9 | -3 | 12 | -6 | 0 | -2 | -0.6 | -16 | 4
COc1ccc(O)c(-c2cc(-c3cccc(Br)c3)n[nH]2)c1 | -312 | -18 | -37 | -15 | 4 | -313 | -52 | 14 | 4.6 | -99 | 2
CCOc1cccc(C(=O)Nc2ccc(N(CC)CC)cc2)c1 | -54 | -8 | -1 | 13 | -1 | -98 | -37 | 4 | -2.1 | -28 | -3
CC(NC(=O)COC(=O)COc1ccc(Cl)cc1)c1ccccc1 (stereo not given) | 1 | -18 | -50 | 7 | -8 | 15 | 2 | 1 | 2.0 | -27 | .
CC(=O)Nc1ccc(NS(=O)(=O)c2cccc3nonc23)cc1 | 5 | -7 | -4 | -23 | -7 | 10 | 4 | -15 | 0.5 | -51 | 4
C=CCNC(=O)c1cc2sccc2n1C | -10 | 3 | -6 | 17 | -7 | -11 | -9 | 0 | -0.5 | -2 | -1
O=C(Nc1ccc(N2CCOCC2)cc1)c1ccc(Cl)c(S(=O)(=O)N2CCCCC2)c1 | 6 | 33 | 85 | 1 | 0 | 3 | 37 | 23 | -0.5 | -10 | 2
Cc1ccc(S(=O)(=O)N2CCOCC2)cc1NC(=O)COc1ccc(-c2nnco2)cc1 | 9 | -5 | -6 | 7 | 3 | 17 | 0 | -10 | 0.2 | 17 | 6
Clc1ccc(OCc2noc(-c3ccsc3)n2)c(Cl)c1 | -339 | -42 | -84 | 1 | -6 | -372 | -106 | 8 | -0.5 | -128 | -2
COc1cc2ncnc(NCc3cc(F)ccc3F)c2cc1OC | 18 | 11 | 8 | 0 | -11 | 24 | 8 | -19 | 1.1 | -8 | -1
COCCNC(=O)C1(C)CCN(C(=O)c2oc3ccccc3c2C)C1 (stereo not given) | 5 | . | 9 | -13 | 5 | -2 | . | 1 | 3.6 | -5 | .
Cc1ccc(N=Cc2ccc(N(C)C)cc2)cc1C | 2 | -4 | -1 | 6 | -6 | -25 | 10 | 0 | 0.8 | -40 | 0
CC1CCN(CCCNC(=O)c2cn(C)c3ccc(S(=O)(=O)N4CCCC4)cc3c2=O)CC1 | -2 | 3 | -6 | -7 | 13 | 14 | -10 | 2 | 0.9 | -19 | -2
CN(C)S(=O)(=O)c1cccc(NC(=O)COc2ccc(S(=O)(=O)N3CCOCC3)cc2Cl)c1 | -5 | 7 | -23 | -17 | 6 | 3 | 5 | -1 | -1.5 | -12 | .
COc1cc(-c2noc(C)c2C(=O)NCCc2ccccc2)cc(OC)c1OC | -10 | 8 | 4 | 2 | 7 | -45 | 6 | -1 | -0.1 | -24 | .
COc1ccccc1/C=N/OCc1ccc(C#N)cc1 | -37 | -3 | -17 | -9 | -1 | -72 | -21 | -15 | -0.3 | -6 | 1
Cc1ccc(CSCc2ccc(C(=O)NC3CCCC3)o2)cc1 | 5 | -11 | 2 | 6 | -4 | 13 | 0 | 10 | -0.4 | -6 | -2
